Hsp70 displacement: small molecules displacing fluorescent ligand from Hsp70 – biochemical, fluorescence polarization, primary screen (AID 583) | Hsp70 fluorescence polarization probe displacement, mP; higher % means a stronger effect | displacement, % at 20 µM, or IC50 in µM where a hit was titrated | 0.06% of 140,000 active; in the data active means displacement above about 50%;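 further: plate controls were vehicle for no effect and reference ligand for full effect; a part of the inactive calls stands beside numbers as strong as those of hits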
Rat MKP-3 inhibitors: MKP-3 phosphatase inhibitors, primary screen, biochemical, rat enzyme, in vitro (AID 425) | recombinant MKP-3 phosphatase activity, fluorescence; higher % means a stronger effect | inhibition, % at 20 µM; hits with a dose series show IC50 in µM | 0.17% of 110,000 active; in the data active means inhibition above about 50%;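 further: plate controls were vehicle for no effect and reference inhibitor for full effect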
An asterisk follows results filed as active; · = not tested or not shown; & = joins results of further samples. An excerpt; count on the stated rates, not on these rows.

SMILES	Hsp70 displacement	Rat MKP-3 inhibitors
CC1CN(C(=O)c2cccc(S(=O)(=O)N3CCOCC3)c2)CC(C)O1 (centres undefined)	-5.9%	-3%
CCCc1cc(C(=O)Nc2nnc(C)s2)cs1	-1.9%	-10%
CCNC(=O)c1sc(=S)n(CC)c1N	3.3%	-1%
O=C(Nc1ccc(S(=O)(=O)Nc2nccs2)cc1)C1CC1	0.2%	-1%
COc1ccccc1N1CCN(C(=O)c2cc3cc(Br)ccc3oc2=O)CC1	-3.2%	2%
CC1=NN(c2cccc(Cl)c2)C(=O)C12CC(C)=C(C)CS2 (centres undefined)	-1.7%	·
O=C1C(=O)N(CC2CCCO2)C(c2ccccc2Cl)/C1=C(/O)c1ccccc1 (centres undefined)	-1.2%	4%
Cc1cc(C)cc(NC(=O)COc2cccc(C)c2C)c1	-1.3%	2%
COc1ccc(OC)c(S(=O)(=O)N2CCC(C(=O)NCCc3ccccc3)CC2)c1	3.6%	·
CCOC(=O)Cc1csc(NC(=O)COc2cc(C)ccc2C(C)C)n1	-3.9%	0%
Cc1cc(Cl)c(S(=O)(=O)NCC2CCCO2)cc1OCC(=O)NC1CCCCC1 (centres undefined)	-5.4%	·
CC(C)(C)c1ccc(C2/C(=C(\O)c3ccc(F)cc3)C(=O)C(=O)N2c2nncs2)cc1 (centres undefined)	1.1%	3%
CCCn1nnc(NC(=O)COc2cc(C)ccc2C(C)C)n1	4.2%	-1%
O=C(Nc1ccc(Br)cc1)c1ccccc1C(F)(F)F	6.8%	0%
CCOc1ccc(CNCc2cccnc2)cc1	2.9%	·
O=C(c1sc2ccccc2c1Cl)N1CCN(c2ccc(Cl)cc2[N+](=O)[O-])CC1	-3.3%	2%
CCc1ccccc1NC(=O)CN(C)C(=O)CN1C(=O)NC2(CCCCCC2)C1=O	-1.4%	5%
O=C(c1ccc(C23CC4CC(CC(C4)C2)C3)o1)N1CCOCC1	-1.2%	-13%
CS(=O)(=O)N(CC(=O)N1CCN(c2cccc(Cl)c2)CC1)c1ccccc1	-6.2%	-6%
Cc1cc(C)nc(NC(=O)CC(c2ccccc2)c2ccccc2)c1	-2.5%	3%
CCC(=O)N1CCN(c2ccc(Cl)cc2NC(=O)Cc2ccc(Cl)cc2)CC1	8.0%	·
COc1ccc(C)cc1NC(=O)CC(C)=O	5.5%	2%
Cc1ccc(Cl)c(OCC(O)CN(CCO)CCO)c1 (centres undefined)	0.3%	-3%
Cc1ccc2nc3c(cc(C(=O)NCc4ccccc4)c(=N)n3CCCn3ccnc3)c(=O)n2c1	-2.3%	-5%
O=C(c1ccccc1[N+](=O)[O-])N1CCN(C/C=C/c2ccccc2)CC1	-4.1%	0%

Sorted by value in Hsp70 displacement (rising): 3 from the list above.
molecule,Hsp70 displacement
Cc1cc(C)nc(NC(=O)CC(c2ccccc2)c2ccccc2)c1,-2.5%
Cc1cc(C)cc(NC(=O)COc2cccc(C)c2C)c1,-1.3%
Cc1ccc(Cl)c(OCC(O)CN(CCO)CCO)c1 (centres undefined),0.3%

(listing goes on)
SMILES	Hsp70 displacement	Rat MKP-3 inhibitors
Cc1c(NC(=O)C(C)Sc2ccc3ccccc3n2)c(=O)n(-c2ccccc2)n1C (centres undefined)	-4.1%	·
CCOC(=O)CNC(=O)c1cn(CC(C)C)c(=O)c2cc(OC)c(OC)cc12	-4.7%	-6%
CC1=NN(c2ccc(S(N)(=O)=O)cc2)C(=O)/C1=C\c1ccc(C)s1	5.1%	0%
COc1ccc(C2CC(=O)C(C=NCCO)=C(O)C2)cc1OC (centres undefined)	4.9%	-5%
C(=N\c1nccs1)/c1cccnc1	1.3%	-7%
c1ccc2c(c1)c1c3n2CCNC3CCC1 (centres undefined)	-0.4%	5%
N#Cc1c(N)nc(SCC(=O)C23CC4CC(CC(C4)C2)C3)c(C#N)c1-c1ccc(Cl)cc1	-2.5%	·
CCCC(c1nnnn1CCOC)N(Cc1cc2cc(C)c(C)cc2[nH]c1=O)CC1CCCO1 (centres undefined)	-3.6%	·
O=C(NCCOc1nc(N2CCCCC2)nc(N2CCOCC2)n1)Nc1ccccc1	2.9%	-2%
CCOc1ccc(C(=O)NCC2OCCc3ccccc32)cc1 (centres undefined)	2.7%&15%	2%
Cn1c(=O)oc2cc(S(=O)(=O)NCc3ccncc3)ccc21	0.7%	1%
O=C(c1ccncc1)N1CCN(C(=O)c2ccco2)CC1	2.3%	-5%
CC(C)(C)OC(=O)N1CCN(c2ccc(NC(=O)c3cc4ccccc4oc3=O)cc2)CC1	-1.3%	0%
Cc1ccc(-n2c(N)c(C(N)=O)sc2=S)c(C)c1	-2.4%	-6%
CCOC(=O)c1ccc(NC(=O)CC2Sc3ncnn3C2=O)cc1 (centres undefined)	-6.3%	-12%
O=C(CCCn1ncn2c(cc3occc32)c1=O)N1CCc2ccccc2C1	4.0%	-2%
COC(=O)C1CCN(C(=O)COc2cc3sc(C)nc3c3sccc23)CC1	2.0%	-5%
O=C(Cc1nc2ccccc2[nH]1)NCc1ccco1	-2.4%	-3%
O=C(NCCc1ccc(Cl)cc1)C1CCN(c2cnccn2)CC1	0.4%	5%
CC1CCc2c(sc(NC(=O)c3ccccc3[N+](=O)[O-])c2C(=O)OC(C)C)C1 (centres undefined)	3.4%	-1%
O=C1c2ccccc2C(=O)N1CSc1nnc(SCN2C(=O)c3ccccc3C2=O)s1	-2.7%	0%
Cc1ccccc1OC(=O)COc1ccc(Cl)cc1Cl	-1.7%	3%
CCCCCCCCCCCCSC1=C(C#N)C2(CCN(C)CC2)C(C#N)C(=O)N1 (centres undefined)	-3.9%	6%
COc1ccc(S(=O)(=O)n2ccc(C)n2)cc1C	0.8%	·
COc1ccc(OC)c(C(c2nnnn2CC2CCCO2)N2CCN(C3CCCC3)CC2)c1 (centres undefined)	-1.1%	-2%
COc1cccc(-c2nc3cc(NC(=O)c4cc5ccccc5o4)ccc3o2)c1	2.1%	20%
CCOC(=O)C(NCc1ccccc1)(NC(=O)c1ccccc1)C(F)(F)F (centres undefined)	14%	·
O=C(O)c1cccc(C(=O)O)c1N(c1ccccc1)c1ccccc1	-2.6%	-2%
O=S(=O)(c1cccc(-c2nnc(-c3cccnc3)o2)c1)N1CCCCC1	4.7%	-4%
Cc1ccc(S(=O)(=O)NC(=O)NCc2ccc(Cl)cc2)cc1	1.7%	·
CCCC(c1nnnn1C1CCCC1)N1CCN(C(=O)c2ccco2)CC1 (centres undefined)	1.5%	-5%
CCOC(=O)C1CCN(c2ncnc3c2cnn3-c2ccccc2)CC1	1.5%	4%
O=C1Nc2c(Br)cc(Br)c3cccc1c23	0.6%	-1%
O=C(COc1ccc(C2CCCCC2)cc1)Nc1ccccc1C(=O)O	-2.7%	0%
CCc1ccc(N2C(=O)NC(=O)/C(=C\c3cc(Cl)c(OCC(=O)O)c(Cl)c3)C2=O)cc1	1.8%	-4%
COc1ccc(-c2nnc(SCC#CCO)o2)cc1OC	-2.3%	-7%
COc1ccc(C)cc1S(=O)(=O)N(CC(=O)N1CCOCC1)Cc1ccccc1	-2.8%	-1%
CCOC(=O)CSc1nnc(CNC(=O)c2ccc(OC)cc2OC)n1C	-2.3%	8%
CCOc1ccc(NC(=O)CSc2nc3ccc(OCC)cc3s2)cc1	1.3%	-1%
COc1cccc2c(=O)c(C(=O)NCc3cccs3)c[nH]c12	-1.3%	-24%
CC12CCC(C(=O)N3CCCCCC3)(OC1=O)C2(C)C (centres undefined)	-0.9%	·
COc1cc(C=NCC2(c3ccccc3)CCCC2)ccc1OC(C)=O	-2.2%	0%
CC(C)NC(=O)c1ccc2c(=O)n(Cc3ccco3)c(=S)[nH]c2c1	-1.8%	·
COC(=O)c1ccc(CSc2nc(C)nc3c2c(=O)n(C)c(=O)n3C)o1	2.3%	0%
O=C1C2ON(c3ccccc3)C(c3ccccc3)C2C(=O)N1Cc1ccccc1 (centres undefined)	-4.8%	3%
COc1cc(NC(=O)Cc2nn(C)c(=O)c3ccccc23)cc(OC)c1	-1.7%	-14%
COc1cc(C(=O)Nc2cc(-c3nc4ncccc4o3)ccc2C)cc(OC)c1OC	4.3%	4%
COc1ccc(-c2[nH]c(-c3ccc(F)cc3)nc2SCC(=O)NCc2ccco2)cc1OC	-0.2%	-9%
c1cncc(-c2nnc3sc(-c4ccco4)nn23)c1	5.2%	0%
COc1cccc(CNC(=O)C2CCN(C(=O)N(C)C)CC2)c1	0.9%	-2%

Record cards, from the list above.
Results for `COc1ccc(-c2[nH]c(-c3ccc(F)cc3)nc2SCC(=O)NCc2ccco2)cc1OC` → Hsp70 displacement = -0.2%; Rat MKP-3 inhibitors = -9%
Results for `O=C1Nc2c(Br)cc(Br)c3cccc1c23` → Hsp70 displacement = 0.6%; Rat MKP-3 inhibitors = -1%

Further structures follow:
SMILES	Hsp70 displacement	Rat MKP-3 inhibitors
COc1ccc(CC(C)(C)NC(=O)c2ccccc2)cc1	3.9%	1%
c1cnc(N2CCSCC2)nc1	4.8%	-6%
N=c1ncn(CC(O)CN2CCOCC2)c2nc(N3CCOCC3)[nH]c12 (centres undefined)	-1.5%	2%
CCc1nc(SCC(=O)c2ccc(Cl)s2)c2oc3ccccc3c2n1	5.0%	·
O=C1CC2c3ccccc3C1C1C(=O)N(CCO)C(=O)C21 (centres undefined)	-2.2%	0%
CCc1c(C(=O)Nc2cc(C)cc(C)c2)[nH]c(C)c1C(C)=O	-5.5%	·
CCC1C(=O)N=C(SCC(=O)Nc2nc(-c3ccccc3)cs2)NC1=O (centres undefined)	5.1%	0%
CC(C)OCCCNCc1cccs1	-2.3%	·
CC(C)(C)NCC1(CO)SC(N)=NC1=O (centres undefined)	-4.2%	-13%
CCOC(=O)C1=C(C)NC(=O)NC1c1cn(-c2ccccc2)nc1-c1cccs1 (centres undefined)	0.8%	-8%
Cc1cc(C)c(Cn2c(=O)n(CCCC(=O)NCc3ccco3)c(=O)c3sccc32)c(C)c1	6.7%	·
CC(C)(C)c1csc(NC(=O)C(c2ccccc2)c2ccccc2)n1	0.7%	1%
CC1(C)CC(=O)c2cc(OCC(=O)NCC3CCCO3)ccc2O1 (centres undefined)	0.4%	8%
Cc1ccc(Cl)c(OCC(=O)NCc2ccco2)c1	-0.8%	·
O=C(CCCC(=O)n1cnc2ccccc21)n1cnc2ccccc21	0.2%	0%
COC(=O)C1=C(C)N(c2ccccc2)/C(=C\c2ccc(OCC(=O)Nc3ccccc3OC)cc2)C1=O	-1.6%	1%
O=C(CN1C(=O)c2ccccc2S1(=O)=O)NC(Nc1ccc(I)cc1)C(Cl)(Cl)Cl (centres undefined)	-2.2%	2%
COc1ccc(C(O)Cn2c(=N)n(CCCN(C)C)c3ccccc32)cc1 (centres undefined)	6.1%	1%
COc1cccc(CN2CCN(C(=O)c3cccc4ccccc34)CC2)c1	-0.2%	3%
COc1cc(NC(=O)COc2cccc(Cl)c2)c(OC)cc1Cl	2.0%	2%
Cc1ccc(C(=O)COC(=O)CNC(=O)c2ccco2)cc1	-2.4%	-14%
CCCOc1ccc(NC(=O)C2CCCNC2=O)cc1 (centres undefined)	-3.7%	-9%
Cc1ccc(C(C)C)c(OCC(O)CN2CCCCCC2)c1 (centres undefined)	1.3%	5%
CCOC(=O)c1c(NC(=O)CC(C)C)sc(C(C)=O)c1C	-4.8%	·
Cc1cc(C)nc(NC2=NCC(=O)N2c2ccc3c(c2)OCCO3)n1	-2.4%	0%

Brought forward from above: 3 compounds; new compounds follow.
SMILES	Hsp70 displacement	Rat MKP-3 inhibitors
Cc1ccc(C(C)C)c(OCC(O)CN2CCCCCC2)c1 (centres undefined)	1.3%	5%
CCOC(=O)c1c(NC(=O)CC(C)C)sc(C(C)=O)c1C	-4.8%	·
Cc1cc(C)nc(NC2=NCC(=O)N2c2ccc3c(c2)OCCO3)n1	-2.4%	0%
Cc1ccc(OCC(=O)Nc2ccc(Nc3ccccc3)cc2)c(Br)c1	2.2%	5%
Cc1cc(C)c2cccc(NC(=O)C3CC3)c2n1	0.4%	-4%
CCn1cc(C(=O)NCc2ccco2)c(=O)c2cc(S(=O)(=O)N3CCCCCC3)ccc21	0.4%	-6%
CCOC(=O)N1N=C(C)CC1(O)c1ccc(Br)cc1 (centres undefined)	-2.7%	4%
O=C(CSc1nnc(-c2ccc(S(=O)(=O)N3CCCC3)cc2)o1)NCc1ccco1	1.2%	5%
COc1ccc(N(CC(=O)NC(C)(C)C)S(C)(=O)=O)cc1Cl	2.3%	-4%
Cc1cc(S(=O)(=O)Nc2ccc(N(C)C)cc2)c(C)s1	-3.6%	·
Cn1cnnc1SCc1ccc(C(=O)O)cc1	7.4%	8%
COCCN1C(=O)/C(=C\c2ccc(F)cc2)C(C(=O)OC)=C1C	-6.0%	3%
Cc1cc(C(=O)N2CCN(Cc3ccc4c(c3)OCO4)CC2)cs1	9.5%	4%
Cc1nnc(SCC(=O)Nc2ccc3c4c(cccc24)CC3)n1C	0.9%	3%
COc1ccc(-c2csc(NC(C)=O)n2)cc1OC	5.0%	-12%

From PubChem
